Hep lipid drop = inhibitors of hepatocyte lipid droplet formation, primary screen, imaging, high-throughput imaging, BODIPY stain; inhibition, % at 6.5 µM; hit rate 0.4% among 240,000; AML12 mouse hepatocytes, oleate lipid droplets;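 active = lipid droplet intensity inhibited by at least 50%, with more than 500 cells counted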
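Assay system: AML12 mouse liver cells | Compound dosing: One dose, 6.5 µM compound | Read-out basis: Droplet intensity reduction, % inhibition | Measured by: Fluorescence imaging, 20x objective, two fields per well | Schedule: Overnight treatment with compound plus oleate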
Hep lipid drop cells 6.5 µM = recorded beside Hep lipid drop, whose call it bears; cell count; measured here: cell count, cytotoxicity flag;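 cells counted across two imaged fields per well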
Starred values were filed as active, the others as inactive.

Below each SMILES – Hep lipid drop	Hep lipid drop cells 6.5 µM
- CN1C(=O)/C(=C/c2ccccc2F)Sc2ccc(C(=O)NCC3CCCO3)cc21 (stereo not given)
  -0.7	678
- Cc1ccc(N2CC(C(=O)Nc3nnc(SCc4cccnc4)s3)CC2=O)cc1 (stereo not given)
  -4.1	793
- CCCCCN(C(=O)CCC(=O)OCc1ccccc1Cl)c1c(N)n(CCCC)c(=O)[nH]c1=O
  0.6	848
- CNS(=O)(=O)c1cccc(C(=O)OCCCOC(=O)c2cccc(S(=O)(=O)NC)c2)c1
  6.4	718
- CCn1cc(CN2CCCC(C(=O)Nc3ccc(-c4cscn4)cc3)C2)c(C)n1 (stereo not given)
  26.0	734
- CC(=O)Nc1ccc(/C=C2\CCc3ccccc3C2=O)cc1
  -6.0	817
- COc1ccc(N(CC(=O)Nc2ccccc2OC)S(=O)(=O)c2ccc(NC(C)=O)cc2)cc1
  -5.6	810
- CS(=O)(=O)c1ccc(C(=O)N(CCc2ccccc2)Cc2ccccc2)cc1
  15.0	659
- COC(=O)c1ccc(-n2c(CCC(=O)O)ccc2-c2ccc(C)cc2)cc1
  -6.7	819
- CCC(C)Nc1cc(C)c(C#N)c2nc3ccccc3n12 (stereo not given)
  2.6	410
- N/C(=N\OC(=O)CCC1CCCC1)c1ccc(Br)cc1
  2.2	847
- COC(=O)c1cccc(C(=O)N2CCC(CO)(CCc3ccccc3)CC2)c1
  -16.3	775
- COc1ccc(-c2cc3nc(CCl)[nH]c(=O)c3s2)cc1
  -8.6	770
- COc1ccccc1NC(=O)C1CCCN(C(=O)Nc2ccc(F)cc2)C1 (stereo not given)
  -21.2	675
- CN(C)CCNC(=O)c1ccccc1-c1cc2ccccc2c(=O)o1
  7.2	825
- CC(Sc1ccc([N+](=O)[O-])cn1)C(=O)Nc1nccs1 (stereo not given)
  3.3	758
- CN1c2ccc(C=O)c3c(C=O)ccc(c23)N(C)C1(C)C
  -3.6	766
- Fc1ccc(-[n+]2nc(Nc3ccccc3)sc2-c2ccc(OCc3ccccc3)cc2)cc1
  -1.7	794
- C=CCC(O)(CC=C)CNC(=O)c1ccc(OC)c(OC2CCN(C(C)=O)CC2)c1
  3.2	792
- CC1CCCCN1S(=O)(=O)c1ccc2c(c1)CCN2C(=O)C1CC1 (stereo not given)
  -23.9	701
- CCCNC(=O)c1cn(CC)c2cc(N3CCN(C(=O)c4ccco4)CC3)c(F)cc2c1=O
  -6.5	675
- COc1nc(C)cc(C)c1S(=O)(=O)c1ccc(Cl)cc1
  -19.2	416
- C#Cc1cccc(C(=O)NC2CCCN(C3Cc4ccccc4C3)C2)c1 (stereo not given)
  -11.7	731
- COc1ccc(N(C(=O)Cn2nnc3ccccc32)C(C(=O)NCc2ccco2)c2ccncc2)cc1 (stereo not given)
  -2.1	781
- O=C(NCc1ccccc1F)C(=O)NCC1OCCCN1S(=O)(=O)c1cccs1 (stereo not given)
  -14.3	637
- Cc1cc(=O)[nH]c(N/N=C/c2ccc(Cl)cc2Cl)n1
  -12.2	739
- CCOC(=O)C1CCN(C(=O)c2cc3cc4ccc(OC)cc4nc3o2)CC1
  -11.4	656
- O=C1NC2(CCCCCC2)C(=O)N1Cc1ccc(F)cc1Cl
  4.7	791
- S=c1nc2c(n[nH]1)c1ccccc1n2CCc1ccccc1
  -1.5	782
- Cc1cccc(C(=O)Nc2ccc3c(c2)nc(C)n3C)c1
  16.7	818

Next part.
Below each SMILES – Hep lipid drop	Hep lipid drop cells 6.5 µM
- CCN1C(=O)[C@H]2[C@@H](c3ccc(Cl)cc3)N3C(=O)CN(CC4CC4)C(=O)[C@@]3(Cc3ccccc3)[C@H]2C1=O
  8.3	840
- CCc1ccc(NC(=O)N2CCN(C(=O)C3CCCO3)CC2)cc1 (stereo not given)
  3.2	880
- Cc1cc2nc(-c3ccc[nH]c3=O)n(Cc3cccc(F)c3)c2cc1C
  -6.7	826
- C=CCNc1nc(C(=O)OCC(=O)c2ccccc2)cs1
  14.1	727
- Cc1ccccc1N(C(=O)c1snc(C(N)=O)c1N)C(C(=O)NC1CCCCC1)c1ccc(O)cc1 (stereo not given)
  -9.7	687
- O=C(CN1CCCCC1)N1CCc2ccccc21
  -1.1	835
- CCc1ccc(-c2cc(C)no2)cc1S(=O)(=O)NCCCN1CCN(c2ccccc2)CC1
  -35.9	644
- Cc1ccc(N(CC(=O)NC2CCCC2)C(=O)Cn2nnc(-c3ccccc3F)n2)cc1
  3.5	793
- COC(=O)c1ccc(C2/C(=C(/O)c3ccc4c(c3)CC(C)O4)C(=O)C(=O)N2Cc2cccnc2)cc1 (stereo not given)
  -4.4	730
- CC(=O)Nc1ccc(S(=O)(=O)N2CCN(C(=O)c3ncoc3-c3ccccc3)CC2)cc1
  -3.2	717
- COc1ccccc1CNC(=O)c1ccc2ccccc2n1
  -6.9	797
- O=C(O)c1ccc2oc(=O)c(S(=O)(=O)c3ccc(F)cc3)cc2c1
  -6.6	394
- Cc1ccn2c(C(=O)N/N=C/c3ccc(Cl)cc3)c(C)nc2c1
  2.3	790
- CC(CN1CCN(C/C=C/c2ccccc2)CC1)c1ccccc1 (stereo not given)
  -2.8	720
- O=C(CCc1c[nH]c2ccccc12)N1CCCCCCC1
  -13.3	696
- COc1ccc(OC)c(-n2c(C)cc(/C=C3\C(=N)N4N=C(CC(=O)N5CCOCC5)SC4=NC3=O)c2C)c1
  -4.7	710
- COc1ccc(CCN(C)CC(O)COC(c2ccc(F)cc2)c2ccc(F)cc2)cc1OC (stereo not given)
  49.5	751
- CC(C)NC(=O)C1CCN(S(=O)(=O)c2ccc(N3CCCC3=O)cc2)CC1
  6.3	679
- COC(=O)CN1C(=O)[C@H]2[C@@H](c3ccc(C)o3)N3C(=O)CN(CCO)C(=O)[C@@]3(Cc3ccccc3)[C@H]2C1=O
  -8.4	799
- NC(=O)c1cc(S(=O)(=O)Nc2cccc(Cl)c2)cs1
  3.8	816
- CCN(CC)CCNC(=O)CCn1nc(-c2ccc(Cl)cc2)ccc1=O
  -20.0	382
- COc1cc(CNc2ccc3[nH]c(=O)[nH]c3c2)ccc1OCc1c(F)cccc1Cl
  5.5	833
- CCc1c(C)nc(SCc2cccnc2)[nH]c1=O
  11.4	762
- CCOC(=O)c1c(S(=O)(=O)N2c3ccccc3CC2C)c(C)n(C)c1C (stereo not given)
  -20.5	784
- CCOc1cc(C(c2c(C)[nH][nH]c2=O)c2c(C)[nH][nH]c2=O)cc(Br)c1OC
  2.6	405
- CN1C(=O)[C@H]2[C@@H](/C=C/c3ccccc3)N3C(=O)CN(CCO)C(=O)[C@@]3(Cc3ccccc3)[C@H]2C1=O
  1.9	709
- O=C(COc1ccc2c(c1)oc(=O)c1ccccc12)NCC1CCC(C(=O)O)CC1 (stereo not given)
  0.0	827
- O=C(NCc1ccccc1C(F)(F)F)C1CCC(=O)N(C2CC2)C1 (stereo not given)
  11.0	730
- Cc1c(F)cccc1NS(=O)(=O)c1ccc2c(c1)n(C)c(=O)c(=O)n2C
  -3.3	754
- Cc1ccc(Cl)cc1Nc1nc(-c2cccnc2)cs1
  0.0	782

Later entries
Below each SMILES – Hep lipid drop	Hep lipid drop cells 6.5 µM
- Clc1ccc(Cl)c(OCCCCN2CCCCC2)c1
  4.8	833
- COc1ccc(CCNC(=O)CSc2nc3ccsc3c(=O)n2CC2CCC(C(=O)O)CC2)cc1OC (stereo not given)
  -1.7	693
- O=C(c1ccc(Br)cc1)N1CCC2(CC1)NCCc1[nH]cnc12
  -16.1	698
- CC1Oc2ccccc2N(Cc2ccc(F)cc2)C1=O (stereo not given)
  -0.3	710
- COc1ccc(NC(=O)CNC(=O)Cn2cnc3sc4c(c3c2=O)CCCC4)cc1OC
  2.8	741
- CC1CCC(NC(=O)C(NS(=O)(=O)c2cccc3nsnc23)C(C)C)CC1 (stereo not given)
  4.5	693
- COc1ccc(CCNC(=O)CSc2n[nH]c(N)n2)cc1OC
  -5.5	850
- CSc1ncccc1C(=O)NC(C)CCc1ccccc1 (stereo not given)
  -8.5	800
- CCC(C)NC(=O)C1CCC(CNS(=O)(=O)c2cccc3nsnc23)CC1 (stereo not given)
  -14.2	740
- O=C(O)c1cccc(-n2nc(-c3ccc(Cl)c([N+](=O)[O-])c3)c3ccccc3c2=O)c1
  -20.7	738
- Cc1ccc2nc(N(CCCN(C)C)C(=O)c3ccc(S(=O)(=O)N4CCCCCC4)cc3)sc2c1
  -4.3	824
- CCc1noc(C)c1C(=O)NC1CC(C)(C)Cc2c1cnn2-c1ccccc1 (stereo not given)
  -7.3	673
- Nc1cc(=O)[nH]c(SCC(=O)Nc2cccnc2Cl)n1
  0.7	778
- CCN(CC)C(=O)c1ccccc1NS(=O)(=O)c1cccs1
  -4.7	700
- O=C(CSc1nnc(CNC(=O)c2c(F)cccc2Cl)o1)NCc1ccccc1
  15.2	700
- O=C(NCc1ccc(Cl)cc1)N1CCN(Cc2ccccc2)CC1
  13.0	840
- COc1ccc(OC)c(-c2csc(NC(=O)Cc3ccc(OC)c(OC)c3)n2)c1
  -2.6	771
- CN1CCN(c2ccccc2NC(=O)c2ccc(-c3ccc(Cl)c(Cl)c3)o2)CC1
  -17.8	611
- Cc1noc(C)c1C(=O)Nc1cccc2ncccc12
  17.6	780
- O=C(Nc1ccc(Cl)cc1)C1CCCN(c2ncnc3c2nc2n3CCCCC2)C1 (stereo not given)
  -40.5	699
- CC(=O)c1ccc(NC(=S)NC(=O)/C=C/c2ccccc2)cc1
  0.3	835
- CC#CC(=O)NC1CCCN(C2Cc3ccccc3C2)C1 (stereo not given)
  -6.1	833
- CNC(=S)Nc1cccc(-c2cnc3ccccc3n2)c1
  -19.3	542
- Cc1cc(C)cc(C(=O)NC(CC(N)=O)c2ccc(N3CCC(Br)CC3)c([N+](=O)[O-])c2)c1 (stereo not given)
  -2.4	811
- O=S(=O)(c1ccccc1F)N1CCC(Oc2ccc(-n3cnnn3)cc2)CC1
  -7.8	763
- CCN(C(=O)CSc1ncccn1)C1CCS(=O)(=O)C1 (stereo not given)
  -9.0	846
- O=C(CNC(=O)Cc1ccccc1)NCc1cccc(C(F)(F)F)c1
  -4.3	805
- COc1ccc(NC(=O)n2ncc3c(C)cccc32)cc1
  -1.3	812
- O=C(/C=C/c1ccc([N+](=O)[O-])cc1)Oc1ccc(/C=N/NC(=O)c2ccncc2)cc1
  -4.0	759
- CCOC(=O)C1(Cc2cccc(OC)c2)CCCN(S(=O)(=O)N(C)C)C1 (stereo not given)
  -8.6	813

In another format: results already given.
Cc1cc(C)cc(C(=O)NC(CC(N)=O)c2ccc(N3CCC(Br)CC3)c([N+](=O)[O-])c2)c1 (stereo not given)
  Hep lipid drop: -2.4 | Hep lipid drop cells 6.5 µM: 811

CCN(C(=O)CSc1ncccn1)C1CCS(=O)(=O)C1 (stereo not given)
  Hep lipid drop: -9.0 | Hep lipid drop cells 6.5 µM: 846

CC#CC(=O)NC1CCCN(C2Cc3ccccc3C2)C1 (stereo not given)
  Hep lipid drop: -6.1 | Hep lipid drop cells 6.5 µM: 833

In another format: 3 of the compounds above.
molecule,Hep lipid drop,Hep lipid drop cells 6.5 µM
CN1CCN(c2ccccc2NC(=O)c2ccc(-c3ccc(Cl)c(Cl)c3)o2)CC1,-17.8,611
Cc1noc(C)c1C(=O)Nc1cccc2ncccc12,17.6,780
O=C(Nc1ccc(Cl)cc1)C1CCCN(c2ncnc3c2nc2n3CCCCC2)C1 (stereo not given),-40.5,699

Additional structures follow:
Below each SMILES – Hep lipid drop	Hep lipid drop cells 6.5 µM
- C/C(=N\NC(=O)c1ccco1)c1ccc(NC(=O)C(F)(F)F)cc1
  -1.8	861
- O=C(NCCOc1ccccc1)C1CCC(=O)N(C2CCCCCC2)C1 (stereo not given)
  -1.2	868
- Cc1ccc(NC(=O)CCCCCN2C(=O)[C@@H]3Cc4ccccc4CN3C2=O)c(C)c1
  -13.9	663
- CCS(=O)(=O)N1CCC(NC(=O)C(Cc2ccc(OC)c(OC)c2)NC(C)=O)CC1 (stereo not given)
  -0.2	792
- COc1ccc(-c2cc(C(=O)Nc3cc(Cl)ccc3O)no2)cc1
  -23.3	812
- CC(C)COC(=O)N1C[C@H](O)C[C@H]1C(=O)Nc1ccc(Cl)cc1
  -13.9	855
- COc1ccc(NC(=O)c2ccc(F)c(F)c2)c2ccccc12
  -7.3	700
- COc1cccc(C(=O)N2CCN(c3ccccn3)CC2)c1
  -0.2	840
- COc1ccc(-c2cc3c(=O)n(CC(=O)NCCCc4ccccc4)ncn3n2)cc1
  9.8	798
- O=C(CNC(=O)c1ccccc1)Oc1ccc([N+](=O)[O-])cc1
  0.2	838
- O=C(NC1CCCc2c1cnn2-c1ccc(F)cc1F)c1ccccc1N1CCOCC1 (stereo not given)
  -43.8	776
- COc1ccc(CNC(=O)CN(C(=O)c2csnn2)c2cccc(C(C)=O)c2)cc1
  -1.0	724
- O=C(CCc1ccccc1)NNC(=O)Nc1cccc(Cl)c1
  -1.4	841
- CCCCC(=O)Nc1ncc(S(=O)(=O)c2ccc([N+](=O)[O-])cc2)s1
  -3.7	827
- COc1cccc(OCC(O)CNC2CCCC2)c1 (stereo not given)
  -1.9	849
- COCCn1c(SCC(=O)Nc2ccccc2OC)nc2c([nH]c3ccccc32)c1=O
  -2.4	814
- O=C(COc1cc2oc(=O)c3c(c2cc1Cl)CCCC3)NCC1CCC(C(=O)O)CC1 (stereo not given)
  -0.7	710
- COc1ccc(OCc2cc(C(=O)N3CCCC3)no2)c2ccccc12
  -45.5	842
- CN1CCN(c2ncnc3scc(-c4ccccc4Cl)c23)CC1
  -6.8	697

A different layout for part of the listing above.
Compound | Hep lipid drop | Hep lipid drop cells 6.5 µM
O=C(CNC(=O)c1ccccc1)Oc1ccc([N+](=O)[O-])cc1 | 0.2 | 838
CC(C)COC(=O)N1C[C@H](O)C[C@H]1C(=O)Nc1ccc(Cl)cc1 | -13.9 | 855

Screens (PubChem BioAssay)

These rows are one share of the data, so the mix of outcomes need not match the whole.
